GPR35 antagonists = GPR35 antagonists blocking zaprinast-driven arrestin recruitment, primary screen, imaging, U2OS, beta-arrestin-GFP, zaprinast agonist (AID 2058). U2OS GPR35 beta-arrestin-GFP translocation imaging, zaprinast antagonism; higher % means a stronger effect. one-dose inhibition, % at 10 µM; IC50 in µM for titrated hits. actives 0.052% (n = 290,000);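 active = inhibition of at least 50% with at least 30 cells and total cytoplasm GFP at most 10,000,000; inconclusive = under 30 cells or total GFP of 10,000,000 plus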
AID2073 = inhibitors of Mint1-CaV2.2 protein interaction, biochemical, HTRF (AID 2073) | HTRF protein-protein interaction, Mint1-CaV2.2; higher % means a stronger effect | inhibition, % at 20 µM, or IC50 in µM where a hit was titrated | actives 0.19% (n = 290,000); in the data active = inhibition mostly above about 51%, no sharp cut-off; inconclusive = no clear call, values can overlap the other calls; inactive = mostly below about 53%; also: some results filed as inactive read as strong as hits
GPR55 activation = selective activators of receptor GPR55 – imaging, U2OS cells, beta-arrestin-GFP redistribution, primary screen (AID 1961) | activation, % at 10 µM; hits with a dose series show EC50 in µM | actives 0.048% (n = 290,000) | U2OS GPR55 beta-arrestin-GFP redistribution imaging; higher % means a stronger effect;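 active = activation above 40% with more than 50 cells counted in the well; inconclusive = wells holding fewer than 50 cells, flagged as toxic or sparse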;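 also: U2OS osteosarcoma cells stably expressing GPR55 and beta-arrestin-GFP; plate controls were DMSO negative control for no effect and LPI positive control for full effect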
Large T inhibition = TAg ATPase/helicase activity blockers – biochemical (AID 1903); inhibition, % at 20 µM, or IC50 in µM where a hit was titrated; SV40 large T antigen ATPase/helicase inhibition assay; higher % means a stronger effect; actives 0.39% (n = 310,000); in the data active = a potency from the dose series; inconclusive = inhibition mostly from about 32% at the one dose, without a potency; inactive = the rest, 99 in 100 with inhibition below about 32%; also: strong numbers were not always called active
GPR55 antagonists = inhibition of LPI-stimulated GPR55 beta-arrestin translocation – imaging, U2OS, beta-arrestin-GFP, LPI agonist, primary screen (AID 2013); U2OS GPR55 beta-arrestin-GFP translocation imaging, LPI antagonism; higher % means a stronger effect; inhibition, % at 10 µM; hits with a dose series show IC50 in µM; actives 0.13% (n = 290,000);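 active = spots per cell inhibited over 60%, with over 100 cells counted and total cytoplasm intensity under 500,000; inconclusive = wells with under 100 cells, flagged as likely toxic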;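 also: U2OS cells stably carrying GPR55 and arrestin-GFP stimulated by 5 µM LPI near EC80; imaged beta-arrestin-GFP aggregate spots per cell after agonist stimulation; plate controls were LPI-stimulated DMSO wells for no effect and DMSO wells without LPI for full effect; some results filed as inactive read as strong as hits; confirmed hits need IC50 under 10 µM and bright autofluorescent wells are also inconclusive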
Yfh1-off respiration = enhancers of respiration in Yfh1-depleted yeast, dose response, Friedreich's ataxia, plus single-dose screen (AID 1465). actives 0.074% (n = 220,000). one-dose fold induction at 50 µM; EC50 in µM for titrated hits. S. cerevisiae Yfh1-off respiration, WST-1 reduction, 72 h; higher fold induction means a stronger effect;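 active = fold induction of absorbance versus untreated yeast above a set limit, then at least 30% activation at any dose in follow-up; inconclusive = repeats straddling the limit, or above it without dose testing; inactive = fold induction below the set limit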;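 also: activators that raise dye reduction in frataxin-depleted yeast; strong numbers were not always called active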
NTR1 ag = NTR1-driven beta-arrestin-GFP spot formation – imaging, U2OS cells, high content, primary screen (AID 493036); agonist mode; actives 0.17% (n = 330,000); P30989; activation, % at 20 µM;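 active = activation at or above 40% of the spot to cytoplasm intensity ratio, with at least 20 cells analyzed; inconclusive = wells under 20 cells, flagged as cytotoxic or low count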;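 also: 0% = DMSO without peptide and 100% = 100 nM NTR1 peptide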
Target sequence (P30989 whole entry, looked up): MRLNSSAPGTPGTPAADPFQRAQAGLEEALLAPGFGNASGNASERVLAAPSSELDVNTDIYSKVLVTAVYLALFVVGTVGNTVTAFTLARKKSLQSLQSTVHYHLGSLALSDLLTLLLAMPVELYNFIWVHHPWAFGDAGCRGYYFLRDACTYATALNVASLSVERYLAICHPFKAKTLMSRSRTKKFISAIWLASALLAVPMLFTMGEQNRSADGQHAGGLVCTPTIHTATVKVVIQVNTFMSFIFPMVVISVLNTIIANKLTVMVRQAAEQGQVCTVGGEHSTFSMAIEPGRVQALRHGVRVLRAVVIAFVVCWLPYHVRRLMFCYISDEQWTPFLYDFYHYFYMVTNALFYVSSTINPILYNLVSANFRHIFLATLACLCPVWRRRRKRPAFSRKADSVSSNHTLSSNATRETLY
Dengue-2 NS5 capping = flavivirus cap methylation enzyme inhibition – biochemical, confirmation dose response, primary screen (AID 588689); Dengue-2 NS5 methyltransferase capping enzyme assay, biochemical; higher % means a stronger effect; inhibition, % at 25 µM, or IC50 in µM where a hit was titrated; actives 0.3% (n = 340,000); in the data active = a potency from the dose series; inconclusive = inhibition above about 29% without an active follow-up result
Rac1 GTP hydrolysis = MgcRacGAP GTPase-activating activity inhibitors, confirmation, biochemical, ADP Hunter fluorescence; actives 0.6% (n = 340,000); inhibition, % at 30 µM, or IC50 in µM where a hit was titrated; AID 624330; MgcRacGAP-stimulated Rac1 GTP hydrolysis, ADP Hunter fluorescence; higher % means a stronger effect; GST-tagged Rac1 F28L mutant substrate;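 active = first-screen hits whose inhibition reached a set limit at any dose in the follow-up dose series; inconclusive = inhibition above the set first-screen limit but never retested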;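 also: fluorescence reports GDP produced by GAP-driven GTP hydrolysis; strong numbers were not always called active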
NTR1 ag cell count 20 µM = also measured in NTR1 ag; calls as there; cell count; measured here: cell count, cytotoxicity flag
Dengue-2 NS5 capping pilot replicate = further read-out of Dengue-2 NS5 capping, marked with its call; inhibition, %; measured here: pilot screen replicate inhibition
Numbers without * were called inactive; i = inactive; ? = inconclusive; · = no result given.

SMILES	GPR35 antagonists	AID2073	GPR55 activation	Large T inhibition	GPR55 antagonists	Yfh1-off respiration	NTR1 ag	NTR1 ag cell count 20 µM	Dengue-2 NS5 capping	Rac1 GTP hydrolysis	others
COc1ccc(N(CC(=O)Nc2ccccc2C)S(=O)(=O)c2ccccc2[N+](=O)[O-])c(OC)c1	22%	10%	0.4%	8%	17%	i	0.2	39	-1%	11%
CN1CCN(c2nc3c(c(=O)n(C)c(=O)n3C)n2Cc2ccc(Cl)cc2)CC1	1%	0%	0.0%	4%	1%	·	2.1	67	-5%	5%	Dengue-2 NS5 capping pilot replicate=-0.3
COC(=O)c1ccccc1NC(=O)CN(CCc1ccccc1)S(C)(=O)=O	-5%	22%	-0.4%	5%	1%	i	0.0	94	21%	2%
O=C(NCC1CCCO1)c1cc(C(=O)C2CC2)c[nH]1 (stereo unspecified)	-2%	6%	-0.1%	-3%	12%	i	-0.4	103	-4%	4%
CC1CCc2cc(F)cc3c(O)c(C(=O)NCCN(C)C)c(=O)n1c23 (stereo unspecified)	8%	14%	-0.2%	2%	-4%	·	0.2	85	5%	9%
COc1ccc(-n2cccc2/C=C/[N+](=O)[O-])cc1	10%	14%	33%	17%	16%	i	6.1	61	23%	44µM*
COc1ccc(/C=N/NC(=O)C(C)n2cnc3ccccc3c2=O)cc1 (stereo unspecified)	12%	3%	-0.3%	5%	15%	i	0.3	64	5%	7%
COC(=O)C1=C(C)NC(=O)C1(Nc1nccs1)C(F)(F)F (stereo unspecified)	-6%	-9%	0.1%	0%	20%	i	0.2	43	-2%	7%
CCOc1ccc(CCNC(=O)COC(=O)c2cccc(N(C)C)c2)cc1OCC	·	·	·	1%	·	·	2.0	70	-7%	2%
CC(CN1CCOCC1)c1ccccc1 (stereo unspecified)	17%	11%	-0.1%	6%	2%	i	0.0	51	-4%	-1%
O=C(NC(=S)N(CCCCO)C1CCCCC1)c1sc2ccccc2c1Cl	2%	13%	0.5%	19%	28%	i	3.1	51	-12%	-4%
CCC1=NN(C(=O)c2ccc(Cl)cc2)C(O)(c2ccc(C)cc2)C1 (stereo unspecified)	-7%	-2%	0.9%	9%	5%	·	0.9	67	-4%	-1%
CCN(CC)S(=O)(=O)c1ccc2c(c1)nc(CCC(=O)Nc1ccc3c(c1)OCO3)n2CC	-3%	3%	-0.8%	1%	3%	i	-1.3	50	-5%	8%
O=C(NCc1ccco1)C1CCCN(S(=O)(=O)c2cc(Cl)ccc2Cl)C1 (stereo unspecified)	-4%	8%	0.6%	9%	-12%	·	1.6	58	-9%	11%
COc1ccccc1-c1nnc(NC(=O)c2ccc(S(=O)(=O)N(C)CC3CCCO3)cc2)o1 (stereo unspecified)	-4%	8%	0.0%	7%	1%	·	1.3	63	-5%	6%
CCC1(c2ccccc2)NC(=O)N(CC(=O)Nc2cccc(C#N)c2)C1=O (stereo unspecified)	1%	-5%	-0.1%	8%	8%	i	-1.4	64	-2%	4%
O=C(NCc1cccc(Br)c1)c1cc(-c2ccccc2)nn1CC1CC(c2cccnc2)=NO1 (stereo unspecified)	·	·	·	9%	·	i	0.4	56	-1%	7%
CCC1CN(C(=O)NCc2ccccc2)c2ccccc2O1 (stereo unspecified)	-3%	7%	0.0%	16%	-19%	·	-0.7	74	-2%	3%
Cc1c(Nc2nc(-c3ccccc3)cs2)c(=O)n(-c2ccccc2)n1C	1%	11%	0.4%	13%	12%	i	-1.6	66	-3%	5%
O=C1NC2(CCCCCC2)C(=O)N1Cc1ccccc1F	10%	-8%	0.0%	3%	9%	·	0.9	82	-2%	8%
Cc1cccc(N2CC(C(=O)Nc3nnc(SCC(=O)NCC4CCCO4)s3)CC2=O)c1 (stereo unspecified)	2%	22%	-0.2%	15%	11%	·	0.3	61	4%	12%
CC(=O)c1cccc(NC(=S)NC(=O)c2ccc(C)cc2)c1	-7%	-10%	0.2%	2%	4%	i	4.0	57	-7%	5%
O=[N+]([O-])c1cc(F)c2cccnc2c1O	6%	?	-0.1%	1%	2%	i	1.5	83	19%	10%
CCOc1cc(/C=C2\N=C(C)OC2=O)cc(Br)c1OCCc1ccccc1	-6%	23%	0.0%	24%	1%	i	4.7	42	1%	5%
CNC(=O)COc1cccc(C(=O)NCc2ccccc2)c1	-3%	-5%	0.2%	19%	13%	i	-0.9	79	1%	3%
SMILES	GPR35 antagonists	AID2073	GPR55 activation	Large T inhibition	GPR55 antagonists	Yfh1-off respiration	NTR1 ag	NTR1 ag cell count 20 µM	Dengue-2 NS5 capping	Rac1 GTP hydrolysis	others
COc1ccc(CNC(=O)CCS(=O)(=O)c2cccc3nonc23)cc1	18%	-12%	-0.1%	4%	4%	i	3.0	79	4%	2%
COc1cc2nc(CN(C)Cc3ccc(OC)c(OC)c3OC)[nH]c(=O)c2cc1OC	-13%	-6%	-0.2%	-3%	-1%	i	-0.8	43	-5%	5%
Cc1ccc(S(=O)(=O)NNC(=O)c2cccnc2)cc1	10%	-3%	-0.4%	0%	-16%	i	-1.2	80	-4%	3%
O=C(CSc1nc2c(c(=O)[nH]1)CCC2)Nc1ccccc1Cl	-11%	3%	-0.3%	5%	15%	·	-0.9	55	-9%	10%
C=CCN1C(=O)NC2(O)C(=O)c3ccccc3C12O (stereo unspecified)	1%	4%	0.0%	3%	-12%	i	-0.5	89	-2%	-7%
COC(=O)[C@@]1(Cc2ccc(OC)cc2)[C@H]2c3cc(C(=O)N(C)C)[nH]c3C[C@H]2CN1C(=O)c1ccccc1	9%	-17%	0.2%	9%	16%	i	-0.9	87	-8%	12%
O=c1c2ccccc2nc(/C=C/c2cc(Br)ccc2O)n1CCCO	6%	32%	0.9%	7%	0%	·	9.9	91	-8%	9%
Cc1ccccc1OCc1ccc(C(=O)N2CC(C)OC(C)C2)o1 (stereo unspecified)	6%	2%	-0.1%	-5%	-2%	·	-0.4	56	-12%	6%
O=C(CN(C(=O)c1csnn1)c1cccc(C(F)(F)F)c1)NCc1ccc(F)cc1	7%	-2%	-0.1%	9%	11%	·	0.0	50	-5%	10%
COc1ccccc1/C=C/C(=O)OCC(=O)c1c(N)n(C)c(=O)n(C)c1=O	15%	5%	0.8%	11%	1%	i	2.1	66	-8%	3%
Cc1ccc(/C=C2/CCc3c([nH]c4ccccc34)C2=O)cc1	0%	1%	0.2%	12%	13%	·	-1.8	76	-6%	5%	Dengue-2 NS5 capping pilot replicate=3.8
C#CCOc1c(Br)cc(/C=C2/C(=O)ON=C2C)cc1OC	14%	25%	0.0%	10%	10%	·	0.6	84	>100µM*	·
Cc1ccc(C2=C(CC(=O)O)C(=O)CC2)cc1	-4%	-6%	-0.2%	4%	2%	i	-0.7	67	-4%	-1%
COc1ccc2nc(SCc3ccccc3C)nc(C)c2c1	-10%	7%	0.2%	5%	-30%	i	18	43	3%	8%
O=S(=O)(N1CCCCC1)n1nnc2ccccc21	-2%	4%	-0.1%	13%	6%	i	-0.3	62	0%	7%
CCCN(CCC)CC(O)CN1C(=O)NC(C)(C)C1=O (stereo unspecified)	-3%	4%	-0.1%	-2%	18%	i	-1.7	103	-3%	-1%
Cc1ccc(SCc2cc(=O)c3c(=O)n(-c4ccccc4)[nH]c3[nH]2)cc1	-9%	55%	-0.3%	29%	-3%	i	-0.9	42	17%	17%
O=C(NCCCN1CCN(c2ccccc2F)CC1)C1CC(=O)N(C2CCCC2)C1 (stereo unspecified)	-9%	-2%	0.3%	4%	9%	i	-2.7	98	0%	11%
CC1(C)Cc2c(sc3nc(N/N=C/c4ccccc4)[nH]c(=O)c23)CO1	16%	5%	-0.3%	7%	16%	i	12	67	-4%	11%
O=C(Cc1ccc(NC2=NC3CS(=O)(=O)CC3S2)cc1)N1CCN(c2ccc(F)cc2)CC1 (stereo unspecified)	0%	8%	-0.1%	5%	10%	·	1.2	54	-3%	21%
CC(C)(C)NS(=O)(=O)c1cc(C(=O)Nc2sccc2C#N)ccc1Cl	1%	12%	0.0%	9%	5%	i	0.6	42	-18%	5%
CCOc1ccc(N2C(=O)/C(=C/c3ccccn3)SC2=S)cc1	-6%	10%	-0.1%	9%	9%	i	-0.3	51	·	·
CC(C)CNC(=O)c1cccc(NC(=O)CSc2ccc(Cl)cc2)c1	-11%	6%	0.1%	3%	31%	i	1.7	43	4%	4%
COC(=O)C1=C(N)Oc2cc(C)n(CC3CCCO3)c(=O)c2C1c1ccc(Cl)c(Cl)c1 (stereo unspecified)	-3%	-1%	0.2%	1%	9%	i	0.9	62	-7%	2%
CC(C)c1ccc(NC2CCCN(C(=O)c3cccc(N4CCNC4=O)c3)C2)cc1 (stereo unspecified)	-9%	-16%	-0.1%	4%	-5%	·	-0.3	57	-6%	9%
SMILES	GPR35 antagonists	AID2073	GPR55 activation	Large T inhibition	GPR55 antagonists	Yfh1-off respiration	NTR1 ag	NTR1 ag cell count 20 µM	Dengue-2 NS5 capping	Rac1 GTP hydrolysis	others
CCOC(=O)c1cnc2c(OC)cccc2c1N1CCN(c2ccc(OC)cc2)CC1	-3%	-1%	-0.1%	10%	18%	?	2.8	38	9%	4%
CCN(CC)S(=O)(=O)c1cccc(C(=O)Nc2ccccc2C(=O)N2CCOCC2)c1	6%	2%	0.0%	4%	2%	i	1.1	47	2%	11%
COc1ccc(CCNC(=O)C/C(C)=N/NC(=O)C2CCCCC2)cc1OC	-3%	-3%	0.4%	10%	6%	i	-0.7	64	2%	1%
Cc1cc(-c2ccccc2)c2c(n1)sc1c(O)cc(=O)[nH]c12	10%	30%	-0.1%	4%	10%	i	1.7	54	·	·
CCOC(=O)Cn1c(-c2cccnc2Cl)nc2cc(C)c(C)cc21	-2%	6%	-0.2%	5%	7%	i	-0.3	50	-2%	6%
Fc1ccc(OCCCn2ccnc2)cc1	4%	-3%	0.1%	9%	6%	·	-0.8	59	-5%	5%
O=C(Nc1cccc(Cl)c1N1CCOCC1)c1cccnc1Cl	0%	1%	-0.3%	20%	-3%	i	0.0	60	-3%	6%
COc1ccc(C(=O)c2c(C(F)(F)F)oc3c2C(=O)c2ccccc2C3=O)cc1OC	0%	-2%	-0.1%	8%	-3%	i	3.3	59	8%	3%
COc1ccc(-c2nc(CSCC(=O)NC3CCCc4ccccc43)c(C)o2)cc1 (stereo unspecified)	2%	-2%	0.5%	4%	3%	i	1.3	104	5%	6%

Rows were taken by chance; overall some 1.7% were active at least once.
